Source: PubChem BioAssay (several laboratories)
IL1B NFkB inh: blocks IL-1B driven NFkB nuclear translocation in HUVEC cells; HUVEC IL-1B NFkB p65 nuclear translocation imaging; inhibition, % at 2 µM; 94,000 tested, 0.43% active; AID 796;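 active = inhibition above about 30% together with a positive call from visual inspection of the well image, limit read from the data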;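 also: nuclear over cytoplasmic p65 intensity ratio measured by imaging; 0% = IL-1B stimulated DMSO wells and 100% = unstimulated DMSO wells; values of inactives mirror those of a sister screen read the other way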
Bcl-B TR3 displacers: displacers of TR3 peptide from Bcl-B, primary screen, selectivity assay for Bfl-1 inhibitor project, biochemical, fluorescence polarization; FP displacement of FITC-TR3 peptide from Bcl-B; higher % means a stronger effect; displacement, % at 20 µM, or IC50 in µM where a hit was titrated; 96,000 tested, 0.11% active;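 active = displacement above 50% at 20 µM plus a fluorescence interference ratio under 1.5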;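 also: plate controls were wells without compound for no effect and wells lacking Bcl-B protein for full effect; a part of the inactive calls stands beside numbers as strong as those of hits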
IL1B NFkB pot: enhances IL-1B driven NFkB nuclear translocation | activation, % at 2 µM | HUVEC IL-1B NFkB p65 nuclear translocation imaging | 94,000 tested, 0.3% active | AID 819;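 active = activation above 40%, about the mean plus 3 SD, also judged a hit on visual image review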;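 also: percent activation is computed from the nuclear over cytoplasmic p65 intensity ratio; values of inactives mirror those of a sister screen read the other way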
PLAP inhibitors HTS: PLAP enzyme inhibitors, biochemical, luminescence, HTS (AID 690). purified PLAP, luminescent substrate; higher % means a stronger effect. inhibition, % at 20 µM, or IC50 in µM where a hit was titrated. 96,000 tested, 0.08% active; in the data active = a potency from the dose series; inactive = the rest, 99 in 100 with inhibition below about 30%; also: strong numbers were not always called active
MRP reversal: MRP-mediated drug resistance reversal; 85,000 tested, 0.04% active; H69AR cells + 2 uM doxorubicin, CellTiter-Glo, 72 h; differential viability (reversal), % at 10 µM;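 active = viability drop by adding the cancer drug above about 55%, with treated viability meeting a 40% cutoff, limit read from the data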;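 also: viability without doxorubicin minus viability with 2 µM doxorubicin for each compound; larger differential means the compound sensitizes cells more to doxorubicin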
MRP reversal cytotoxicity: second read-out of MRP reversal, no call of its own (marks repeat the call); viability, %; H69AR cells, CellTiter-Glo, 72 h; measured here: cytotoxicity without doxorubicin
MRP reversal with doxorubicin: further read-out of MRP reversal, marked with its call; viability, %; measured here: viability with 2 uM doxorubicin; stronger effect = lower value
IL1B NFkB inh cell count 2 µM: recorded beside IL1B NFkB inh, whose call it bears; cell count; measured here: cells passing quality filter;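 raw number of nuclei counted in each imaged well without normalization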
IL1B NFkB pot cell count 2 µM: also measured in IL1B NFkB pot; calls as there; cell count; measured here: cells passing quality filter
The depositor's hits bear a star; x = not tested or not shown. A portion of the library. The share of hits here may be higher or lower than overall.

SMILES	IL1B NFkB inh	IL1B NFkB inh cell count 2 µM	Bcl-B TR3 displacers	IL1B NFkB pot	IL1B NFkB pot cell count 2 µM	PLAP inhibitors HTS	MRP reversal	MRP reversal cytotoxicity	MRP reversal with doxorubicin
CCOC(=O)c1c(C)nc2c(c1-c1ccc(OC)c(OC)c1)C(=O)c1ccccc1-2	7	154	-13%	-7	154	14%	x	x	x
CC(=O)Nc1ccc(S(=O)(=O)NCCc2ccc(F)cc2)cc1	4	121	-2%	-4	121	-13%	-17	87	105
O=C(CCCNS(=O)(=O)c1cccc2nsnc12)NCCc1ccccc1	x	x	-1%	x	x	5%	9	92	82
CC(C)C(NC(=O)/C=C/c1ccc(F)cc1)C(C)C	8	142	-2%	-8	142	26%	x	x	x
C=CCN1C(=O)C(CC(=O)Nc2ccccc2)SC1=Nc1ccc(S(N)(=O)=O)cc1 (configuration not stated)	-4	153	0%	4	153	9%	x	x	x
COC(=O)CSc1nc2cc(C)ccc2cc1C#N	6	112	11%	-6	112	1%	-4	78	82
COc1ccccc1N1CCN(S(=O)(=O)c2cn(C)c(=O)n(C)c2=O)CC1	2	59	-4%	-2	59	-26%	11	96	85
CC1OC2C(OC1C)N(S(C)(=O)=O)CCN2S(C)(=O)=O (configuration not stated)	13	69	14%	-13	69	-39%	-1	88	89
CC(=O)Nc1ccccc1OCC(=O)c1cc(C)n(Cc2cccs2)c1C	x	x	-4%	x	x	-44%	-7	80	87
O=C(Nc1nc(-c2ccco2)cs1)c1ccccc1	-10	155	-9%	10	155	10%	-6	91	97
CCCc1nc2oc3c(NCC4CCCO4)ncnc3c2c2c1COC(C)(C)C2 (configuration not stated)	x	x	-4%	x	x	-41%	-7	72	79
O=C(CN1C(=O)C2CC=CCC2C1=O)Nc1ccc(-c2nnc3n2CCCCC3)cc1 (configuration not stated)	x	x	-3%	x	x	-14%	12	101	90
CC(C)(C)C(=O)Nc1ccc(Oc2ccc3c(c2)C(=O)N(c2ccc(O)cc2)C3=O)cc1	-17	135	3%	17	135	-37%	-2	97	99
O=C(c1ccco1)N1CCN(S(=O)(=O)c2ccc(Cl)s2)CC1	2	185	-1%	-2	185	13%	11	115	104
O=C(NC(C(=O)c1ccccc1)n1ccc(=O)[nH]c1=O)c1ccccc1 (configuration not stated)	-4	156	-7%	4	156	-22%	6	81	75
Cc1cc(C)c(NN=c2c(=O)c3ccccc3c2=O)c(C)c1	3	125	-2%	-3	125	38%	x	x	x
NC(=O)c1oc2ccc(Cl)cc2c1N	-13	94	0%	13	94	7%	4	94	90
OC(c1ccc(Cl)cc1Cl)C(Cc1cccnc1)n1cncn1 (configuration not stated)	2	116	7%	-2	116	-42%	11	93	82
CCOC(=O)c1ccc(COC(=O)CCc2nc(-c3ccccc3)c(-c3ccccc3)o2)cc1	-3	80	1%	3	80	-57%	-12	71	83
COc1ccc(S(=O)(=O)NCc2ccco2)c2ccccc12	x	x	10%	x	x	15%	-14	80	93

Two consecutive records out of the list so far, quoted:
SMILES	IL1B NFkB inh	IL1B NFkB inh cell count 2 µM	Bcl-B TR3 displacers	IL1B NFkB pot	IL1B NFkB pot cell count 2 µM	PLAP inhibitors HTS	MRP reversal	MRP reversal cytotoxicity	MRP reversal with doxorubicin
CCOC(=O)c1ccc(COC(=O)CCc2nc(-c3ccccc3)c(-c3ccccc3)o2)cc1	-3	80	1%	3	80	-57%	-12	71	83
COc1ccc(S(=O)(=O)NCc2ccco2)c2ccccc12	x	x	10%	x	x	15%	-14	80	93

(cont.)
SMILES	IL1B NFkB inh	IL1B NFkB inh cell count 2 µM	Bcl-B TR3 displacers	IL1B NFkB pot	IL1B NFkB pot cell count 2 µM	PLAP inhibitors HTS	MRP reversal	MRP reversal cytotoxicity	MRP reversal with doxorubicin
CC(c1ccccc1F)n1cc(C(=O)NCc2ccncc2)nn1 (configuration not stated)	x	x	-10%	x	x	-7%	-9	75	84
COC(=O)c1cccc(S(=O)(=O)N2CCOCC2)c1	-10	82	-6%	10	82	14%	9	106	96
Cc1cc2ncn(CC(O)COc3cccc(C(=O)O)c3)c2cc1C (configuration not stated)	-5	194	-6%	5	194	-54%	7	102	94
COc1cc(C2C(C#N)=C(N)Oc3n[nH]c(-c4ccncc4)c32)cc(OC)c1OC (configuration not stated)	15	112	-8%	-15	112	4%	16	100	84
COc1cccc(/C(C#N)=C/c2c(-c3ccc(Cl)cc3)nc3c(C)cccn23)c1	-16	153	-4%	16	153	-24%	x	x	x
Oc1cc(NCc2cccnc2)ccc1-c1nc2ccccc2o1	9	131	6%	-9	131	-67%	9	78	69
CNc1nc(C)c(C(=O)OCC(=O)OC)s1	x	x	2%	x	x	-2%	-3	102	105
COc1ccc(OC)c(NC(=O)CSC2=NCCS2)c1	-27	137	0%	27	137	7%	8	95	87
COc1ccc(-c2cc3ccccc3oc2=O)cc1NC(=S)NC(=O)c1ccc2c(c1)OCCO2	8	90	-28%	-7	90	-12%	x	x	x
Cc1nn(Cc2ccccc2)c(C)c1NC(=O)CSc1nc(C2CC2)nc2c1cnn2-c1ccccc1	46*	149*	-6%	-47	149	-50%	x	x	x
CCOC(=O)N(Cc1ccccc1)C(C(=O)O)C(C(=O)O)N(Cc1ccccc1)C(=O)OCC (configuration not stated)	4	55	-4%	-4	55	-34%	-9	87	96
CC12CCC(C(=O)NCc3cccnc3)(OC1=O)C2(C)C (configuration not stated)	-13	149	-10%	13	149	17%	5	94	89
CC(C)COC(=O)NCCCOC(=O)Nc1ccccc1	4	110	-5%	-4	110	13%	6	96	90
COc1ccc(NC(=O)c2cc(C(C)C)on2)cc1OC	4	100	-5%	-4	100	-4%	4	86	82
O=C(c1coc(=O)c(Br)c1)N1CCOCC1	-18	134	34µM*	18	134	10%	x	x	x
C=CCSc1nc(N)c(C(=O)Nc2ccccc2C)cc1C(N)=O	2	112	-12%	-1	112	7%	-9	74	84
CCCCN1C=C(C(=O)OC)C(c2ccccc2C(F)(F)F)C(C(=O)OC)=C1	-3	107	11%	3	107	6%	5	77	72
COc1ccccc1-c1c(C)nn2c(N3CCN(c4ccccc4OC)CC3)cc(C)nc12	11	150	8%	-11	150	-74%	1	93	91
Nc1nc(CN2CCCCCC2)nc(Nc2ccc(F)cc2)n1	4	54	6%	-4	54	9%	5	88	83
CC(C)N(Cc1cc2ccccc2[nH]c1=O)C(=O)C1CCCCC1	5	118	1%	-5	118	-7%	7	98	91
CCOC(=O)COc1cc2c(C(=O)OCC)c(C)oc2cc1Br	-2	192	-12%	2	192	8%	-8	83	91
N#Cc1nc(-c2ccc(OCc3ccccc3)cc2)oc1N1CCOCC1	-5	73	-2%	5	73	-15%	-4	96	100
CC(C)C[C@H](NC(=O)Nc1cccc(Cl)c1)C(=O)O	-7	147	5%	7	147	11%	-1	95	96
CC1(C)Cc2ccccc2-c2nnc(-c3ccccn3)n21	-2	160	-6%	2	160	-5%	8	98	90
CCCn1c(CN2CCN(c3cccc(Cl)c3)CC2)nc2c1c(=O)n(C)c(=O)n2C	3	138	8%	-3	138	-51%	31	68	36
COc1ccccc1Nc1ccc(C(=O)NC2CCCCC2)cn1	2	138	1%	-2	138	9%	6	95	89
O=C(NN1C(=O)c2ccccc2C1=O)C1CCCCC1	7	132	0%	-7	132	-1%	x	x	x
COc1ccc(-c2nnc(SCC(=O)N3CCCc4ccccc43)o2)cc1OC	-8	104	x	8	104	x	-35	37	71
O=C(NCCc1c[nH]c2ccccc12)c1ccc(S(=O)(=O)NCc2ccco2)cc1	-22	178	6%	22	178	-17%	-28	39	67
Cc1ccc(-n2c(SCC(=O)Nc3ccc4c(c3)OCO4)nnc2-c2ccccn2)cc1	-1	175	9%	1	175	13%	17	66	49
c1ccc(-c2nc3ccccc3o2)nc1	-10	131	0%	10	131	12%	-2	81	83
CCCCNC(=O)CCNS(=O)(=O)c1ccc(Br)cc1	7	181	-2%	-7	181	12%	x	x	x
CC(C)(C)NC(=O)C(Cc1ccccc1)NS(=O)(=O)c1cccc2nsnc12 (configuration not stated)	-4	136	2%	4	136	-42%	5	93	89
O=C(CSc1nncn1-c1ccccc1)NCc1cccs1	4	181	0%	-4	181	26%	18	99	81
CCOC(=O)CSc1nc2ccc(S(=O)(=O)N3CCOCC3)cc2[nH]1	-19	143	1%	19	143	-48%	2	82	80
O=C1CCCN1CCCNc1ccc(S(=O)(=O)N2CCCCC2)cn1	0	123	-3%	0	123	-12%	6	95	89
Cc1ccc(N2CC(C(=O)Nc3ccc(S(=O)(=O)N4CCOCC4)cc3)CC2=O)cc1 (configuration not stated)	-13	88	-12%	13	88	-46%	6	81	75
Cc1ccc2cccc(O)c2[n+]1[O-]	-4	103	13%	4	103	5%	-13	83	96
C=CCn1c(=O)c2ccccc2n2c(SCc3nc4ccccc4s3)nnc12	-15	184	-14%	15	184	13%	-19	45	64
CC(=O)Nc1cccc(NC(=O)CCCC(=O)O)c1	-6	173	8%	6	173	12%	-11	104	116
CCCCC(=O)Nc1nnc(SCC(=O)NC2CCCC2)s1	1	155	10%	-1	155	-15%	-2	104	106
NC(=O)c1cn(-c2ccccc2)nc1-c1cc2ccccc2oc1=O	6	168	-1%	-6	168	14%	4	89	85
Cc1oc2ccc(OCC(N)=O)cc2c1C(=O)OC(C)C	-26	126	3%	27	126	-40%	x	x	x
COC(=O)C1=C(C)NC(=O)C1(NC(=O)c1cccnc1)C(F)(F)F (configuration not stated)	0	185	x	0	185	x	-5	96	101
COc1ccc(C2NC(=O)NC(C)=C2C(=O)OCc2ccc3c(c2)OCO3)cc1OC (configuration not stated)	-31	93	x	31	93	x	-4	94	98
CCc1ccc(N(CC(=O)Nc2nc3ccc(C)cc3s2)S(=O)(=O)c2c(C)noc2C)cc1	-6	170	-15%	6	170	-48%	-1	3	4
CSc1nn(CCc2ccncc2)c(=S)s1	-6	190	2%	6	190	-7%	0	63	63
O=C(/C=C/Nc1ccccc1)c1ccc(Oc2ncccn2)cc1	-14	116	-13%	14	116	15%	x	x	x

Filtered by structure, the compounds so far containing two or more sulfur atoms (twelve)
SMILES	IL1B NFkB inh	IL1B NFkB inh cell count 2 µM	Bcl-B TR3 displacers	IL1B NFkB pot	IL1B NFkB pot cell count 2 µM	PLAP inhibitors HTS	MRP reversal	MRP reversal cytotoxicity	MRP reversal with doxorubicin
O=C(CCCNS(=O)(=O)c1cccc2nsnc12)NCCc1ccccc1	x	x	-1%	x	x	5%	9	92	82
C=CCN1C(=O)C(CC(=O)Nc2ccccc2)SC1=Nc1ccc(S(N)(=O)=O)cc1 (configuration not stated)	-4	153	0%	4	153	9%	x	x	x
CC1OC2C(OC1C)N(S(C)(=O)=O)CCN2S(C)(=O)=O (configuration not stated)	13	69	14%	-13	69	-39%	-1	88	89
O=C(c1ccco1)N1CCN(S(=O)(=O)c2ccc(Cl)s2)CC1	2	185	-1%	-2	185	13%	11	115	104
COc1ccc(OC)c(NC(=O)CSC2=NCCS2)c1	-27	137	0%	27	137	7%	8	95	87
CC(C)(C)NC(=O)C(Cc1ccccc1)NS(=O)(=O)c1cccc2nsnc12 (configuration not stated)	-4	136	2%	4	136	-42%	5	93	89
O=C(CSc1nncn1-c1ccccc1)NCc1cccs1	4	181	0%	-4	181	26%	18	99	81
CCOC(=O)CSc1nc2ccc(S(=O)(=O)N3CCOCC3)cc2[nH]1	-19	143	1%	19	143	-48%	2	82	80
C=CCn1c(=O)c2ccccc2n2c(SCc3nc4ccccc4s3)nnc12	-15	184	-14%	15	184	13%	-19	45	64
CCCCC(=O)Nc1nnc(SCC(=O)NC2CCCC2)s1	1	155	10%	-1	155	-15%	-2	104	106
CCc1ccc(N(CC(=O)Nc2nc3ccc(C)cc3s2)S(=O)(=O)c2c(C)noc2C)cc1	-6	170	-15%	6	170	-48%	-1	3	4
CSc1nn(CCc2ccncc2)c(=S)s1	-6	190	2%	6	190	-7%	0	63	63
